Assay outcomes deposited in PubChem BioAssay by National Center for Advancing Translational Sciences (NCATS).
BRCA1 expr act: activators of BRCA1 expression; MCF7-BRCA1-FFLuc reporter, luminescence, 48 h; response scale: scaled: vehicle 0%, 10 µM genistein 100%; Potency, µM (series often up to 46.1 µM), for the others: top-dose activation, most hits filed as activators; 1.1% of 380,000 active; also: potency is read from the fitted curve at half-maximal effect; nearly all actives have a fitted effect of over 80% in size; some results filed as inactive show a strong effect at the top dose
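Reporter cells (MCF7, BRCA1 promoter-firefly luciferase) received library compounds across a concentration series for 48 h. End-point luminescence was measured and concentration-effect curves derived after normalization.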
Eya2 phos inh: blocks the phosphatase activity of human Eya2 | recombinant Eya2, OMFP fluorescence dephosphorylation (OMFP is methylfluorescein phosphate) | 0.006% of 330,000 active | Potency, µM (highest dose often 76.9 µM), for the others: at the top dose activity, negative = inhibition, actives largely listed as inhibitors; also: potency is read from the fitted curve at half-maximal effect; % is scaled to controls: 0 for no effect and ±100 for the full control effect
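Eya2 protein (added as 0.2 uM solution) was preincubated with compound for 10 min at ambient temperature in 50 mM HEPES pH 7.5, 50 mM NaCl, 5 uM MgCl2, 0.05% BSA, 1 mM DTT. OMFP (added at 50 uM) then reacted 10 min; fluorescence read at 485/525 nm.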
p53 reactivator: re-activators of mutant p53; H1299 p53-A138V BP100-luciferase reporter, luminescence, 24 h; Potency, µM (top dose mostly 92.2 µM), inactives show top-dose activity change, positive = activation, actives largely listed as activators; 0.063% of 320,000 active; AID 504706; also: potency is read from the fitted curve at half-maximal effect; % of control where 0% means no effect; nearly all actives have a fitted effect of over 45% in size
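H1299 (p53-null), stable ts p53-A138V + BP100-Luc; 1000 cells/well, Opti-MEM/10% FBS; cpd 4 pt, 1:5; 24 h, 37 deg C, 5% CO2; detection reagent 10 min RT; luminescence.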
B2AR arrestin: recruits beta-arrestin to the human beta2-adrenergic receptor; P07550; beta-arrestin recruitment to beta2AR, cell-based reporter; Potency, µM (series often up to 46.1 µM), for inactives: at the highest dose activation, usual class: activators; 0.02% of 330,000 active;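 also: potency is read from the fitted curve at half-maximal effect; 0% = DMSO controls and full agonism = EC100 isoproterenol or metaproterenol; nearly all actives have a fitted effect of over 65% in size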
Target sequence (P07550 whole entry, looked up): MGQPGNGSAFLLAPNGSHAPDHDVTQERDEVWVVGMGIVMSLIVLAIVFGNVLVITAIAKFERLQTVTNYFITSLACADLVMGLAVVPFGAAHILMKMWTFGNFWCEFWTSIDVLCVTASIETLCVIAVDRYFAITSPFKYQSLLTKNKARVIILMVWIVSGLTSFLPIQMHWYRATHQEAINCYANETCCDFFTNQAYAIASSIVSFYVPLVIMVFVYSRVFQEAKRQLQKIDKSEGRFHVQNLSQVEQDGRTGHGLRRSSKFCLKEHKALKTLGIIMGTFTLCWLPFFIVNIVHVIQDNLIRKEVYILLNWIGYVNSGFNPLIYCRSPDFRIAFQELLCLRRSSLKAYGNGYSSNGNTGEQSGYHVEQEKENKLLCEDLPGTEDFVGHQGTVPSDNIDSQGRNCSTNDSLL
TRPV1 agonist: agonists of human vanilloid receptor 1 (TRPV1) | Q8NER1 | TRPV1-expressing cells, Fluo-8 calcium influx, agonist mode | activation, % at 8.33 µM | 0.19% of 320,000 active; in the data active = activation above about 80%; inconclusive = between about 30% and that limit; also: 0% is about no effect
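TRPV1-expressing cells were cultured overnight at 35.5C and loaded with Fluo-8 calcium dye for 40 to 90 min at room temperature. After a 10 s baseline, compound was added and calcium influx was read kinetically for 3 min (ex 480/em 520 nm).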
ELG1 genotoxic: genotoxicity induction in ELG1-luciferase HEK293T cells; HEK293T ELG1-luciferase reporter, luminescence, 16 h; Potency, µM (titrated, usually from 46 µM), inactives show at the highest dose activity change, positive = activation, usual class: activators; 1.3% of 330,000 active; AID 504466; also: potency is read from the fitted curve at half-maximal effect; % of control where 0% means no effect; nearly all actives have a fitted effect of over 60% in size
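Reporter readout depends on ELG1 protein level, which increases with genetic stress. After 16 hr compound exposure at 37 °C, luciferase activity was quantified using ONE-Glo.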
a7 integrin act: activates integrin-mediated alleviation for muscular dystrophy | alpha7betagal myoblasts, beta-gal FDG fluorescence, 48 h | Potency, µM (highest dose often 38.3 µM), without a hit: at the top dose activation, actives largely listed as activators | 0.064% of 350,000 active;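 also: potency is read from the fitted curve at half-maximal effect; 100% = response of the positive control SU9516; nearly all actives have a fitted effect of over 60% in size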
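Alpha7betagal+/- myoblasts (passage 13) were plated 16-24 hr, then exposed to compounds (1:260 dilution of DMSO stock) for 48 hours at 37C. After MPER lysis, β-galactosidase reporter activity was read as FDG fluorescence (ex 480/em 540) after 30 minutes.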
TSG101-PTAP inh: blocks PTAP/TSG101 interaction to inhibit HIV-1 budding; Potency, µM (top dose mostly 115 µM), for the others: top-dose activity change, negative = inhibition, most hits filed as inhibitors; Q99816; AID 493005; 340,000 tested, under 10 active; Fluorescence polarization, FITC-PTAP peptide / Tsg101 binding; active = well fitted inhibition curve with a large enough effect in the main read-out, with a control signal flat, not every such curve was filed as active; inconclusive = small, poorly fitted or top-dose-only effect, or effect the other way, or a change in a side signal; inactive = no such curve, though single readings can be large or run the other way; also: potency is read from the fitted curve at half-maximal effect; % of control where 0% means no effect
Target sequence (Q99816 whole entry, looked up): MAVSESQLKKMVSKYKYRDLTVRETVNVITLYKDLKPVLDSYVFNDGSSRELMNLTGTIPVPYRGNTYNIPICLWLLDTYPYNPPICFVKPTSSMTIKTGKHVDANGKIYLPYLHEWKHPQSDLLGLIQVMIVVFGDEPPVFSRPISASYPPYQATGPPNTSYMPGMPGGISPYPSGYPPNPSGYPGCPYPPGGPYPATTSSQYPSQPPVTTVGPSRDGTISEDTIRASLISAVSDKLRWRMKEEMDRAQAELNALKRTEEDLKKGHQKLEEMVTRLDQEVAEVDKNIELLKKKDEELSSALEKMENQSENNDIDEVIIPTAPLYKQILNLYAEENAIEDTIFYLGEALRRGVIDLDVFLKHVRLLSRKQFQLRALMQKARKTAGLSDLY
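Steps: Tsg101 binding domain dispensed (10 uM final), compounds pinned in DMSO, FITC-labeled PTAP-motif peptide added (50 nM final); after 20 min binding at room temperature, polarization measured.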
USP2a inh: blocks human ubiquitin-specific protease USP2a; USP2 core, Ub-CHOP2 coupled fluorogenic reporter, 485/531; Potency, µM (top dose mostly 38.3 µM), for the others: top-dose activity change, negative = inhibition, usual class: inhibitors; O75604; 0.01% of 330,000 active;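 also: potency is read from the fitted curve at half-maximal effect; plate controls were DMSO wells for no effect and full inhibition by NEM control for full effect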
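USP2 core (10nM final) preincubated 30min RT with compound in 20mM Tris-HCl pH 8.0, 2mM CaCl2, 2mM beta-mercaptoethanol, 0.05% CHAPS; 25nM Ub-CHOP2 plus 25nM reporter substrate added, fluorescence (Ex485/Em531) read after 60min.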
ASM inhibitor: blocks human secretory acid sphingomyelinase. P17405. Potency, µM (top dose mostly 57.5 µM), for the others: at the top dose activity change, negative = inhibition, hits mostly inhibitors. placental ASM, HMU-PC fluorogenic substrate, 60 min. 0.006% of 340,000 active; also: potency is read from the fitted curve at half-maximal effect
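HMU-PC0 cleavage (9 uM final) by human placental ASM, 60 min at 37 °C following 10 min compound exposure at RT; stopped at pH 10, fluorescence Ex 386/Em 447 nm.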
uPA generation: inhibitors of cell surface uPA generation. cell surface uPA generation assay, qHTS. Potency, µM (doses to about 38.3 µM), for the others: top-dose activity change, negative = inhibition, hits mostly inhibitors. 0.31% of 330,000 active; active = well fitted inhibition curve with a large enough effect; inconclusive = small, poorly fitted or top-dose-only effect; inactive = no such curve, though single readings can be large or run the other way; tested in mouse RAW 264.7 cells; also: potency is read from the fitted curve at half-maximal effect; % is scaled to controls: 0 for no effect and ±100 for the full control effect; nearly all actives have a fitted effect of over 55% in size
* = called active by the depositor; ? = inconclusive; / = no result given; [ ] = another dose, or the depositor's remark. Unless noted, calls follow the shape of the dose curve; as a rule, active = well fitted curve in the direction sought with a large enough effect; inconclusive = small, poorly fitted or top-dose-only effect, or another doubt; inactive = no such curve, though single readings can be large; an effect the other way counts as inactive or inconclusive.

SMILES | BRCA1 expr act | Eya2 phos inh | p53 reactivator | B2AR arrestin | TRPV1 agonist | ELG1 genotoxic | a7 integrin act | TSG101-PTAP inh | USP2a inh | ASM inhibitor | uPA generation
COc1ccc(S(=O)(=O)Oc2ccc(C(=S)N3CCOCC3)cc2OC)cc1 | -21% | -5% | -17% | -0.5% | 4 | -4% | 1% | -2% | 1% | 1% | -2%
CCCN(CCC)CCCNS(=O)(=O)c1cc(Br)cc2c1N(C(C)=O)CC2 | 7% | 15% | -2% | 0.1% | -2 | 0% | 6% | -6% | 0% | 3% | -1%
CC(=O)Nc1cccc(-c2csc(NCc3ccccc3)n2)c1 | 2% | -3% | 3% | -0.4% | 0 | 2% | -9% | -13% | 1% | -6% | 9%
Cc1cccc2cc(CN(Cc3ccc(F)cc3)C(=O)N3CCOCC3)c3nnnn3c12 | -11% | 2% | -12% | 0.3% | 3 | 0% | -4% | -4% | 3% | -1% | 4%
COc1ccc2cc(C(C)C(=O)OC(C)C)ccc2c1 (configuration not stated) | 2% | -1% | 4% | -0.1% | 10 | 2% | 22% | -4% | -2% | -7% | 9%
O=C1CN(C(=O)COc2ccc(F)cc2Br)c2ccccc2N1 | 73% | 4% | -10% | -0.1% | -5 | 10% | -10% | -2% | 1% | -1% | 0%
N#Cc1cc2c(nc1SCC(=O)Nc1sc3c(c1C#N)CCC3)CCCC2 | 80% | -6% | -2% | 0.4% | -1 | 14% | 2% | 2% | 4% | -1% | -1%
CSc1ccccc1OCc1cc(C(=O)NC2CCOC(C)(C)C2)no1 (configuration not stated) | -11% | -16% | 14% | -2.2% | 4 | -3% | -14% | / | -1% | 0% | 6%
CC(C)c1ccc(Nc2nc(Cl)nc(NCc3ccco3)n2)cc1 | -44% | 3% | 2% | -0.5% | ? | 12% | -22% | 1% | 2% | -1% | -5%
C=C1C2(C(=O)Nc3nccs3)CCC(C2)C1(C)C (configuration not stated) | 5% | -2% | -2% | 0.0% | 3 | -4% | 4% | -8% | 0% | -10% | 2%
CSc1ccc(S(=O)(=O)N2CCC(C(=O)Nc3ccc(C(N)=O)cc3)CC2)cc1 | 24% | 4% | 0% | 0.1% | 1 | 5% | 11% | -9% | 1% | 2% | -3%
N#Cc1ccc(NC(=O)COC(=O)CCc2nc3ccccc3c(=O)[nH]2)cc1 | -10% | 1% | -4% | -0.2% | 1 | -4% | 16% | -4% | 0% | 6% | 1%
O=C(Nc1ccc(-c2nc3ccccc3s2)cc1)C1=COCCO1 | -10% | -1% | 35% | -0.5% | 1 | 0.26µM* | 3% | -1% | 0% | 15% | -9%
CCN(C(=O)c1cn(CC)c(=O)c2cc(OC)c(OC)cc12)c1ccccc1C | 0% | 3% | 2% | -0.1% | 0 | -2% | 19% | -6% | 0% | 6% | 4%
O=C(Nc1ccccc1)N1N=CCC1c1ccccc1 (configuration not stated) | 49% | -4% | -1% | -0.1% | 4 | 0% | -19% | 0% | -2% | 2% | 2%
CCOc1cc(OCC)cc(C(=O)O)c1 | -13% | 9% | -4% | -1.1% | 2 | 1% | 15% | -6% | -1% | 3% | /
Cc1nn(C(C)(C)C)c(OC(=O)CC(C)C)c1S(=O)(=O)c1ccccc1 | -24% | -11% | -5% | 0.2% | ? | -13% | ? | -3% | -1% | -1% | 8%
CN(c1ccc(OCC(=O)NC2=NCCS2)cc1)S(=O)(=O)c1ccc(F)cc1 | -1% | -15% | -3% | 0.4% | 6 | -5% | -2% | -1% | -1% | 2% | 8%
C=CCOC(=O)C1=C(C)Nc2ncnn2C1c1cccs1 (configuration not stated) | -25% | 13% | -4% | 0.2% | -2 | 5% | -14%[7.66 µM] | -7% | 4% | 51%[activator] | /
CCOc1ccc(N2C(=O)CC(N(CCc3ccc(S(N)(=O)=O)cc3)C(C)=O)C2=O)cc1 (configuration not stated) | 0% | 23% | 0% | -0.1% | 0 | -1% | -3% | -3% | 0% | -5% | 4%
CCCCN1CCc2c(c3ccccc3n2Cc2ccccc2)C1 | -41% | 11% | -12% | 0.4% | 5 | -8% | -57%[inhibitor] | -7% | 4% | 11% | -32%
COc1cccc(CNC(=O)COc2cccc(-n3cnnn3)c2)c1 | 1% | -1% | -2% | 0.4% | -2 | 1% | -5% | -4% | 2% | 2% | 1%
O=C(/C=C/Nc1ccccc1Br)c1ccccn1 | -52% | / | / | / | 2 | / | -4% | -1% | / | -1% | -15%
CC(C)c1ccc(C2(C)NC(=O)N(CC(=O)NCC3COc4ccccc4O3)C2=O)cc1 (configuration not stated) | -22% | -10% | -1% | 0.3% | 23 | 0% | -11% | -3% | -10% | -1% | -1%
Cc1ccc(S(=O)(=O)N2CCCCC2C(=O)Nc2nncs2)cc1 (configuration not stated) | 6% | 18% | 0% | -0.4% | -2 | -4% | -22% | -1% | 0% | 7% | 1%

Compounds from the list above with an aryl thioether with sulfur outside any ring:
SMILES | BRCA1 expr act | Eya2 phos inh | p53 reactivator | B2AR arrestin | TRPV1 agonist | ELG1 genotoxic | a7 integrin act | TSG101-PTAP inh | USP2a inh | ASM inhibitor | uPA generation
N#Cc1cc2c(nc1SCC(=O)Nc1sc3c(c1C#N)CCC3)CCCC2 | 80% | -6% | -2% | 0.4% | -1 | 14% | 2% | 2% | 4% | -1% | -1%
CSc1ccccc1OCc1cc(C(=O)NC2CCOC(C)(C)C2)no1 (configuration not stated) | -11% | -16% | 14% | -2.2% | 4 | -3% | -14% | / | -1% | 0% | 6%
CSc1ccc(S(=O)(=O)N2CCC(C(=O)Nc3ccc(C(N)=O)cc3)CC2)cc1 | 24% | 4% | 0% | 0.1% | 1 | 5% | 11% | -9% | 1% | 2% | -3%

Going on with the list:
SMILES | BRCA1 expr act | Eya2 phos inh | p53 reactivator | B2AR arrestin | TRPV1 agonist | ELG1 genotoxic | a7 integrin act | TSG101-PTAP inh | USP2a inh | ASM inhibitor | uPA generation
COc1cccc(/C=C(\C(=O)O)c2ccccc2)c1 | 0% | 23% | 2% | 0.0% | 0 | 1% | -1% | -1% | 4% | 7% | -1%
Cc1onc(-c2c(F)cccc2Cl)c1C(=O)ONC(=O)c1ccccc1 | 2% | 3% | 0% | 0.0% | 1 | -1% | -12% | -7% | -1% | 1% | 1%
CC(C)c1cc(C(N)=O)c(NC(=O)c2cccc(COc3ccc(Br)cc3)c2)s1 | ? | 8% | ? | 0.1% | -3 | ? | ? | 1% | 1% | 2% | /
C/C(CC(=O)Nc1ccccn1)=N\NC(=O)C(=O)Nc1ccccc1C | -12% | -19% | -2% | 0.1% | -10 | -3% | 23% | -1% | -6% | 7% | 2%
O=C(NCc1ccc(F)cc1)C1CCN(c2cnccn2)CC1 | 1% | -8% | 1% | 0.2% | 2 | 0% | 11% | -1% | 4% | 11% | 7%
CS(=O)Cc1cc(Sc2ccccc2)nc(-c2cccnc2)n1 (configuration not stated) | 3% | 2% | -2% | 0.7% | 3 | 0% | 13% | -9% | 3% | -2% | -6%
O=C(Nc1cccc(O)c1)c1cc2nc(-c3ccccc3)cc(-c3ccccc3)n2n1 | -1% | 6% | -3% | 0.1% | ? | 7% | 6% | -1% | -7% | 47%[activator] | 6%
COc1ccc2c(Cl)c(C(N)=O)sc2c1 | 10µM* | 10% | 13% | -0.1% | 0 | -3% | 6% | -4% | 1% | -3% | -3%
COC(=O)N/N=C/c1c(C)c(C(=O)c2ccc(F)cc2)n2ccccc12 | -18% | 15% | -20% | -0.1% | 26 | -16% | 4% | 0% | -1% | -2% | 2%
Cc1nc(SCC(=O)N(C)C2(C#N)CCCCC2)c2ccccc2n1 | -41% | -7% | 17% | 0.2% | 1 | -6% | -17% | 2% | 1% | 0% | ?
O=C(CN1c2ccccc2Sc2ccccc21)NNC(=S)Nc1ccc(Cl)cc1Cl | -62% | 3% | 0% | 0.2% | -2 | -11% | 4% | -5% | 3% | -2% | -4%

In a second layout: results already given.
| SMILES | BRCA1 expr act | Eya2 phos inh | p53 reactivator | B2AR arrestin | TRPV1 agonist | ELG1 genotoxic | a7 integrin act | TSG101-PTAP inh | USP2a inh | ASM inhibitor | uPA generation |
| --- | --- | --- | --- | --- | --- | --- | --- | --- | --- | --- | --- |
| CC(C)c1cc(C(N)=O)c(NC(=O)c2cccc(COc3ccc(Br)cc3)c2)s1 | ? | 8% | ? | 0.1% | -3 | ? | ? | 1% | 1% | 2% | / |
| COC(=O)N/N=C/c1c(C)c(C(=O)c2ccc(F)cc2)n2ccccc12 | -18% | 15% | -20% | -0.1% | 26 | -16% | 4% | 0% | -1% | -2% | 2% |
